# High-throughput results as filed in PubChem BioAssay.
# STAT1 inh: inhibitors of IFN-gamma induced STAT1 signaling; NIH 3T3 STAT1-luciferase reporter, luminescence; inhibition, % at 5.5 µM; actives 0.35% (n = 200,000);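 active = inhibition above a set limit, the mean inhibition across all tested compounds plus 3 SD, cut at about 34% in these data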;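 also: 0% = IFN-gamma with DMSO and 100% = IFN-gamma with 300 µM nifuroxazide; values of inactives mirror those of a sister screen read the other way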
# FLuc act counter: affects firefly luciferase, flagging false hits in luciferase stimulation screens | P08659 | ATPlite luciferase biochemical, luminescence, 10 min; 0 = ATP-free wells, 1 = DMSO control | activation factor at 10 µM | 200,000 tested, under 10 active | AID 1027;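 active = luciferase activation factor, scaled between plate controls, of at least 2 with compound at 10 µM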
# Target sequence (P08659 whole entry, looked up): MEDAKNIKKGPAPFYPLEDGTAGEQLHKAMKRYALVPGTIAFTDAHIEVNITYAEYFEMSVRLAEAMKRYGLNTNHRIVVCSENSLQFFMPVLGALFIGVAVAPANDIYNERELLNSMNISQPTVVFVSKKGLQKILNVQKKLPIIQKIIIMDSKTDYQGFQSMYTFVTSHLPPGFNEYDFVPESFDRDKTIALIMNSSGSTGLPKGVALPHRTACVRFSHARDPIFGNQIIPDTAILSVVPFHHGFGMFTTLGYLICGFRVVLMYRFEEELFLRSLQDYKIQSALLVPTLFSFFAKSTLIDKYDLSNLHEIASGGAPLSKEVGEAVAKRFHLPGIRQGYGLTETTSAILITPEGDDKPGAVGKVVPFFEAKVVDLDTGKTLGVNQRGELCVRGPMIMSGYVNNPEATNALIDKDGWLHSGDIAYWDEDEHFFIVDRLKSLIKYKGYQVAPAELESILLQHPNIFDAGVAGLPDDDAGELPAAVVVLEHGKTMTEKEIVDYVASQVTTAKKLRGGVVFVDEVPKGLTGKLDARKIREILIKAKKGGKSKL
#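 Material: luciferase plus luciferin reagent, cell-free. Medium: PBS buffer for ATP. Also added: ATP substrate, dispensed from a 10.24 µM working solution in PBS. Doses: test compounds dosed from 2 mM stocks in 100% DMSO. Incubation: 10 min post-reagent at room temperature. Technique: light output (luminescence). Read-out basis: luminescence gain marking luciferase activators.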
# NF-kB expr up: NF-kB expression increase, human neuronal cells; fold change at 12.5 µM; NF-kB reporter expression; stronger effect = higher value; actives 1.6% (n = 190,000); in the data active = fold change above about 3.3
# APP 5UTR inh: APP translation inhibition; SH-SY5Y APP 5'UTR-luciferase reporter, luminescence; inhibition, % at 2 µM; actives 0.82% (n = 190,000); AID 1285;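 active = inhibition above a set limit, derived from the sample mean plus 3 SD, cut at about 45% in these data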; also: values of inactives mirror those of a sister screen read the other way
# STAT3 inh: STAT3 signaling inhibition. U3A cells, IL-6 STAT3-luciferase reporter, luminescence; host cell line lacks STAT1. inhibition, % at 5.5 µM. actives 0.89% (n = 190,000). AID 862;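 active = inhibition above the mean inhibition across all screened compounds plus 3 SD, cut at about 44% in these data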;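 also: 0% = DMSO only wells and 100% = 100 µM nifuroxazide control wells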
# APP 5'UTR act: APP 5'UTR luciferase reporter activation; SH-SY5Y APP 5'UTR luciferase reporter, luminescence; zero percent = DMSO vehicle wells; AID 1276; actives 1% (n = 190,000); activation, % at 2 µM;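 active = activation above a set limit, based on mean plus 3 SD of controls, cut at about 140% in these data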; also: values of inactives mirror those of a sister screen read the other way
# STAT1 act: increases IFN-gamma driven STAT1 reporter signal; activation (% of control), % at 5.5 µM; NIH 3T3 STAT1-luciferase reporter, luminescence; 100% = IFN-gamma alone, no compound; actives 2.6% (n = 200,000);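 active = activation above the screen-wide mean activation plus 3 SD, cut at about 130% in these data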;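 also: raw ratio to IFN-gamma control signal so 100% means no change and 0% no light; values of inactives mirror those of a sister screen read the other way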
# STAT3 act: activators of IL-6 induced STAT3 signaling; actives 0.91% (n = 190,000); U3A cells, IL-6 STAT3-luciferase reporter, luminescence; 100% = signal with IL-6 EC80 alone; AID 871; activation (% of control), % at 5.6 µM;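 active = activation above the screen-wide mean of compound activation plus 3 SD, cut at about 130% in these data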;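 also: 0% = background luminescence of wells with medium and substrate only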
#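 Material: human STAT1-deficient U3A cells with stable STAT3-luciferase reporter / Probe or stimulus: IL-6 stimulus at 33 ng/mL final / Schedule: 1 h compound pre-exposure, 6 h IL-6 stimulation, 37 °C / Technique: luminescence / Read-out basis: percent of IL-6-only median luminescence / Control set: IL-6-only high control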
# FLuc inh counter: inhibits firefly luciferase, flagging false hits in luciferase inhibition screens; ATPLite firefly luciferase biochemical luminescence, 10 min; actives 1.5% (n = 200,000); P08659; AID 1006; inhibition, % at 10 µM;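 active = inhibition above about 50% when tested at 10 µM, limit read from the data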
# ROMK mod: human ROMK K+ channel modulation, primary screen | Tet-inducible ROMK, thallium flux fluorescence; actives lie on both sides | actives 2% (n = 130,000) | B-score at 10 µM;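 active = signal ratio slope over the read window, or its plate-corrected B-score, at least 3 SD from the plate mean, either direction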;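 also: B-score of the F/F0 ratio slope over 7 to 12 s after thallium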
# Target sequence (P48048 whole entry, looked up): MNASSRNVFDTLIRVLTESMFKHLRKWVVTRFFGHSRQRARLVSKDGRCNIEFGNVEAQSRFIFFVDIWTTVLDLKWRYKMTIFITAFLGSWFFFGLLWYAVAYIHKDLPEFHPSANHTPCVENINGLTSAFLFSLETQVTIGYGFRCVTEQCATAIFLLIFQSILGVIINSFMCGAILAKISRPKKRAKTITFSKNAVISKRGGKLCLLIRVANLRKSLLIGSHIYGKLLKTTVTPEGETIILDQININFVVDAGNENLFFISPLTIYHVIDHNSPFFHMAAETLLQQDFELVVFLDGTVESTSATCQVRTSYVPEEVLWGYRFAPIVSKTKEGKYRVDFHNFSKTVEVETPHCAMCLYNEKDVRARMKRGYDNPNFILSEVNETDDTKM
# The depositor's hits bear a star; x = no result given.
SMILES,STAT1 inh,FLuc act counter,NF-kB expr up,APP 5UTR inh,STAT3 inh,APP 5'UTR act,STAT1 act,STAT3 act,FLuc inh counter,ROMK mod
CCCN1C(=O)c2cc(C(=O)NC3CCCCCC3)ccc2C1O (configuration not stated),-25,0.9,2.3,-110,4,110,122,101,14,x
COC(=O)CC1C(=O)NCCN1C(=O)OC(C)(C)C (configuration not stated),-18,1.1,1.1,5,2,-5,113,102,-6,-0.087
CCOC(=O)CCC(NC(=O)CCCCC(=O)NC(CCC(=O)OCC)C(=O)OCC)C(=O)OCC (configuration not stated),5,1,0.98,-11,-2,11,95,102,0,x
Cc1cc(N2CCN(C)CC2)nc2ccc(NC(=S)N3CCN(c4ccccn4)CC3)cc12,5,1.1,0.59,-13,-2,13,95,101,-9,-0.89
CN1CCN(C(=O)c2ccc(Cl)c(S(=O)(=O)N3CCCCC3)c2)CC1,4,1,0.97,13,7,-13,96,100,-1,x
O=C1CCCc2c1cc(C(=O)O)c(=O)n2-c1ccccc1,-3,1.1,1.2,3,11,-3,102,96,-9,-0.057
O=C(CCn1c(=O)oc2ccccc21)N(Cc1ccccc1)c1ccccc1,3,1.1,0.5,-13,x,13,96,x,-8,x
O=S(=O)(NCc1ccccc1)c1ccc2c(c1)OCCO2,0,1,1.2,11,8,-11,100,98,-1,x
Clc1ccc2nc(CSc3nc4ccccc4o3)cn2c1,-22,0.8,3.1,-72,19,72,120,87,16,-0.98
Cc1ccc(C(=O)OCC(=O)Nc2sc3c(c2C#N)CCCCC3)cc1NC(=O)c1ccco1,1,1,1.2,-15,13,15,99,91,-1,x
CCOc1ccc2nc(/N=C/c3c(C)[nH]n(-c4ccc(C)cc4)c3=O)sc2c1,-19,0.3,1.2,-26,-15,26,118,116,65*,0.26
O=C(c1ccc(COCC(F)(F)F)o1)N1CCCCCC1,0,1.1,1.1,-2,2,2,100,105,-6,x
O=C(NC(=S)Nc1ccc(N2CCOCC2)c(Cl)c1)c1cccs1,-13,0.9,1.1,-73,-4,73,110,106,7,x
Cc1ccccc1NC(=O)NC(N)=O,5,1,1.2,11,2,-11,93,99,-1,-0.34
COc1cccc(/C=N/c2sc(Cc3ccccc3)c(C)c2C(N)=O)c1O,-2,1,0.84,-35,-10,35,102,106,-1,-0.1
Cc1ccc(NC(=O)c2ccco2)cc1C,-35,0.5,2.4,-105,11,105,132*,97,50,0.15
O=C(NCCCN1CCOCC1)c1ccc(CS(=O)(=O)c2c(Cl)cccc2Cl)o1,-2,1.1,1.1,19,-5,-19,102,108,-5,x
COc1ccc(-c2nnc(SCC3CCCO3)n2C)cc1 (configuration not stated),-17,0.9,1.6,-29,-1,29,114,107,6,-0.52
COc1ccc(-c2cn3nc4c(nc3n2)CCCC4)cc1,-7,0.3,2.9,-58,70*,58,124,42,68*,-3.2*
C#CCNC(=O)C1=C[C@@H](c2ccc(C(F)(F)F)cc2)[C@H](CCCO)[C@@H](OCC)O1,10,1,0.85,0,x,0,92,x,-2,x
COc1ccc(CC(NC(C)=O)C(=O)NC2CCN(C(=O)c3ccc(OC)c(OC)c3)CC2)cc1OC (configuration not stated),-7,1,0.98,-23,-3,23,104,105,-5,-0.59
CCOc1ncccc1C(=O)N1CCCSC1=Nc1ccc(C(C)=O)cc1,-2,1,1.1,-4,-4,4,101,106,0,-0.89
CCCCCNc1nc(NCCCO)c(C#N)c2c1CN(C)CC2,-2,1.1,1,13,-9,-13,102,107,-6,-0.33
Cc1ccc(C(OC(=O)c2ccco2)C(=O)NC2CCCCC2)cc1 (configuration not stated),5,1,0.98,20,-2,-20,95,105,-4,x
COC(=O)c1ccc(Cn2nnc3c(sc4nc(N5CCOCC5)c5c(c43)CCCC5)c2=O)o1,-9,x,x,19,0,-19,108,102,x,0.44
O=C(NC1CCCc2c1cnn2-c1ccc(F)cc1F)c1cnccn1 (configuration not stated),11,1,1,-12,18,13,88,88,0,-0.49
CCOC(=O)Cc1[nH]nc2c1C(c1cc(OC)ccc1OC)C(C#N)=C(N)O2 (configuration not stated),1,1,1,-14,3,14,99,99,-4,0.13
COc1ccccc1C(=O)N/C(=C/c1ccc(Br)cc1)C(=O)NCC(=O)O,-2,1,1.1,7,6,-7,102,104,1,x
Cc1c(C(=O)Nc2ccccn2)oc2ccccc12,-28,0.6,4.5*,-153,-59,153*,124,154*,45,x
Cc1ccccc1NC(=O)C1CCCN(S(=O)(=O)c2cnc[nH]2)C1 (configuration not stated),-7,1,1.2,11,9,-11,106,97,-4,x
c1ccc(N2CCN(c3nnnn3-c3ccccc3)CC2)cc1,-1,1,1.4,48*,9,-36,100,98,0,-0.84
O=C(c1cc2ccccc2oc1=O)N(Cc1cccs1)Cc1ccccc1Cl,-5,1,1.3,-4,2,4,104,100,-4,x
CN(C)S(=O)(=O)c1ccc(C(=O)Nc2ccc(CCC(=O)N3CCCC3)cc2)cc1,7,1,2.1,-12,17,x,91,88,-4,0.23
Cc1csc(SCC(=O)c2c(N)n(CC(C)C)c(=O)n(C)c2=O)n1,16,1,0.79,9,49*,-9,85,62,0,0.089
C=CCc1ccc(OCCCOc2ccc(C)cc2OC)c(OC)c1,2,1,1.2,-13,0,13,99,98,2,0.024
CC(=O)NC12CC3CC(C1)CC(C(=O)Nc1nccs1)(C3)C2,-7,1.1,0.93,3,6,-3,106,101,-7,-0.015
CCOc1cc2[nH]c(=S)n(Cc3ccc(C(=O)NCCOC)cc3)c(=O)c2cc1OCC,6,1.1,0.91,-17,6,17,94,100,-5,1.2
COc1nc(N)nc(CC(=O)C2CC2)n1,11,1,1,6,15,-6,90,89,-2,1.1
CN(C)c1ccc(/C=C(\Cl)c2nc3ccccc3s2)cc1,-40,0.4,0.8,-118,40,118,136*,68,64*,0.0075
COc1ccc2[nH]c3c(NCCC4=CCCCC4)ncnc3c2c1,-16,1,1.4,-75,27,75,113,85,0,-0.9
COc1ccc(OCC(=O)Nc2nnc(C)s2)cc1,1,1,1.6,4,8,-4,99,97,3,x
COc1ccc(Nc2nc3ccccc3nc2-n2nc(C)cc2C)cc1,-3,1.1,1.1,x,19,x,102,84,-11,-0.78
CC(C)(C)NC(=O)C(c1ccncc1)N(Cc1cccs1)C(=O)Cn1nnc(-c2ccc(F)cc2)n1 (configuration not stated),4,1.1,0.54,5,0,-5,102,102,-7,-0.84
O=C(NNS(=O)(=O)c1ccc(Cl)cc1)c1cccs1,-3,1.1,1.3,-13,4,13,101,99,-6,2.2
O=C(NC(Cc1c[nH]c2ccccc12)C(=O)OCC(=O)c1cccc2ccccc12)c1cccs1 (configuration not stated),5,1,0.86,2,-10,-2,95,107,-1,x
O=C(COC(=O)[C@H](Cc1ccccc1)NC(=O)c1ccco1)NCc1ccccc1,-1,1.1,1,x,-18,x,101,114,-7,0.046
CCOC(=O)/C(=C\C=C1/Sc2ccccc2N1CC)C(C)=O,-6,1,0.46,8,12,-8,105,90,3,x
Cc1cccc(N2CCN(C(=O)c3ccncc3)CC2)c1C,8,1,1.3,4,2,-4,92,98,-1,x
O=C(O)c1ccc(CSc2nnc(-c3ccco3)o2)cc1,-8,1,0.97,3,5,-3,108,100,3,x
CCOC(=O)c1ccc(NC(=O)CS(=O)(=O)c2cn(CC)c3ccccc23)cc1,3,1,0.88,-6,7,6,97,99,-1,x
COc1cc(CO)cc(Br)c1OCC(=O)N1CCCCC1,-6,1,0.95,-5,-2,5,106,107,-4,x
Cc1cc(C)c(C(=O)Nc2cccc(F)c2)c(Cl)n1,-4,1.1,1.2,-11,12,11,103,91,-6,0.088
CC(=C\c1ccccc1)/C=C1/SC(=S)N(C(C(=O)O)C(C)C)C1=O (configuration not stated),3,1,x,-1,6,1,96,100,4,x
COc1cccc(N/C(N)=N/c2nc(CSc3ccccn3)cc(=O)[nH]2)c1,13,1.1,2.5,89*,-18,-89,89,116,-5,1.7
CN(CC(O)COc1c(F)cc(Br)cc1F)C1CCCCC1 (configuration not stated),16,1.1,1.2,3,9,-3,86,94,-5,-0.17
COc1ccc2[nH]c(=O)c(CN(CCCN3CCOCC3)C(=O)NCc3ccccc3)cc2c1,3,1,0.97,-20,6,19,97,99,-3,-0.44
CCCCNC(=O)CCCCn1c(=S)[nH]c2c([nH]c3ccc(OC)cc32)c1=O,4,1,0.86,x,2,x,94,100,-3,0.13
CCOC(=O)N/N=C/c1ccc(OCCSc2ccc(Cl)cc2)c(OCC)c1,-10,1,0.44,15,-3,-15,109,106,0,0.00059
O=C(C1CCCN(S(=O)(=O)c2cccc3nonc23)C1)N1CCC(Cc2ccccc2)CC1 (configuration not stated),-3,1,0.65,3,-5,-3,97,104,-5,-1.8
COc1ccc2c(c1)CCC/C2=N/OC(=O)c1ccccc1OC,1,0.9,1.2,-10,20,10,98,86,15,1.9

# Record cards (already shown). Order of values: STAT1 inh, FLuc act counter, NF-kB expr up, APP 5UTR inh, STAT3 inh, APP 5'UTR act, STAT1 act, STAT3 act, FLuc inh counter, ROMK mod
# `COC(=O)c1ccc(Cn2nnc3c(sc4nc(N5CCOCC5)c5c(c43)CCCC5)c2=O)o1` in the list: -9, x, x, 19, 0, -19, 108, 102, x, 0.44
# `O=C(O)c1ccc(CSc2nnc(-c3ccco3)o2)cc1` in the list: -8, 1, 0.97, 3, 5, -3, 108, 100, 3, x
# `Cc1cccc(N2CCN(C(=O)c3ccncc3)CC2)c1C` in the list: 8, 1, 1.3, 4, 2, -4, 92, 98, -1, x

# Further structures:
SMILES,STAT1 inh,FLuc act counter,NF-kB expr up,APP 5UTR inh,STAT3 inh,APP 5'UTR act,STAT1 act,STAT3 act,FLuc inh counter,ROMK mod
COc1ccc(/C=N/NC(=O)Nc2cccc3nsnc23)cc1OC,11,1,1,-19,-4,19,90,102,0,0.0043
CCC(=O)OCC(=O)Nc1cc(C)c(C)cc1[N+](=O)[O-],2,1,1.1,-2,1,2,98,104,-3,x
O=C1CSCN1c1ccc(Cl)c(Cl)c1,2,1.1,1.3,-13,15,13,97,96,-6,-1
O=C1C2CC=CCC2C(=O)N1CC(=O)N(Cc1ccccc1)C1CCS(=O)(=O)C1 (configuration not stated),-9,1,0.96,-8,4,8,107,102,-4,x
Cc1cc(C(=O)Nc2cccc(S(=O)(=O)N3CCCCC3)c2)c2ccccc2n1,7,1.1,0.72,2,8,-2,95,97,-7,-0.015
COCC(=O)Nc1cc(Cl)ccc1C,0,1,1.4,9,0,-9,101,104,1,-0.43
CCOC(=O)c1ccc(NC(=O)Cn2nnc(-c3ccc(F)cc3)n2)cc1,-1,1.1,1.2,-6,5,6,102,99,-6,0.12
COc1ccc(N2C(S)=C(C#N)C(=O)NC2c2ccco2)cc1 (configuration not stated),4,1.1,0.95,-12,17,12,96,89,-9,-0.13
CC(C)=CC(=O)Nc1ccccc1C(N)=O,-1,1.1,1.1,-9,-2,9,101,107,-7,x
CCn1cnc2sc(-c3ccccc3)cc2c1=O,-64,0.7,5.4*,-182,1,182*,158*,108,28,x
C/C(N)=C(/C#N)C(=O)COC(=O)CCCNC(=O)c1ccc(Cl)cc1,0,0.9,1.2,30,8,-31,99,95,8,x
